# Screens from PubChem BioAssay.
# Pol iota inh = inhibitors of human DNA polymerase iota. Q9UNA4. Pol iota fluorescent replication assay, 10 min. Potency, µM (series often up to 115 µM), without a hit: top-dose activity, negative = inhibition, actives largely listed as inhibitors. hit rate 1% among 390,000. AID 588590; also: potency is read from the fitted curve at half-maximal effect
#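 Pol iota at 10 nM preincubated 15 min with compounds at room temperature; reaction started with fluorescent substrate, 50 nM final. Fluorescence read kinetically at 0 and 10 min; buffer-only wells as negative control.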
# APE1 inh = inhibitors of human APE1 endonuclease; hit rate 0.35% among 350,000; AID 2517; P27695; recombinant APE1, TAMRA/BHQ-2 abasic DNA cleavage fluorescence; Potency, µM (series often up to 65.8 µM), for inactives: at the top dose activity change, negative = inhibition, usual class: inhibitors;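 also: potency is read from the fitted curve at half-maximal effect; plate controls were vehicle for no effect and reference inhibitor for full effect; nearly all actives have a fitted effect of over 55% in size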
#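 APE1 at 0.75 nM final was preincubated with compound 15 min at room temperature, then 50 nM double-stranded THF abasic-site substrate (5'-TAMRA/3'-BHQ-2) was added. Fluorescence (ex 525/em 598 nm) was read kinetically; third-minus-first read gave activity.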
# Pol beta inh = DNA polymerase beta (human) inhibition | P06746 | Pol beta primer extension/strand displacement, fluorescence kinetic | Potency, µM (series often up to 114 µM), inactives show top-dose activity change, negative = inhibition, actives largely listed as inhibitors | AID 485314 | hit rate 1.3% among 340,000; also: potency is read from the fitted curve at half-maximal effect; % is scaled to controls: 0 for no effect and ±100 for the full control effect
#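 Pol beta (10 nM) and compounds were preincubated 15 min at room temperature, then 50 nM substrate (final) started primer extension/strand displacement. Reads were taken at 0 and 10 min; concentration-response data were fitted to a four-parameter Hill equation.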
# 12-LOX inh = ALOX12 (human) lipoxygenase inhibition. P18054. purified 12hLO, xylenol orange hydroperoxide absorbance. Potency, µM (doses to about 108 µM), inactives show at the top dose activity change, negative = inhibition, hits mostly inhibitors. hit rate 1.1% among 580,000. AID 1671190; also: potency is read from the fitted curve at half-maximal effect; % is scaled to controls: 0 for no effect and ±100 for the full control effect
#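 Purified human 12hLO at 150 nM in 25 mM Hepes, 0.01% Triton X-100, pH 7.0, preincubated 15 min at room temperature with compound. Reaction started with 40 uM arachidonic acid, 30 min at room temperature. Hydroperoxide measured by Fe-xylenol orange, 573/405 nm absorbance ratio.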
# ERG-DNA inh = blocks human ERG Ets domain binding to DNA. P11308. fluorescence polarization, His-ERG Ets domain / labelled DNA. hit rate 0.028% among 370,000. Potency, µM (top dose mostly 76.9 µM), inactives show at the top dose FP activity, negative = inhibition, hits mostly inhibitors; active = well fitted inhibition curve with a large enough effect in the polarisation, with a control signal flat; inconclusive = small, poorly fitted or top-dose-only effect, or effect the other way, or a change in a side signal; inactive = no such curve, though single readings can be large or run the other way; the % refers to the polarisation;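 also: polarization taken with two DNA probes labelled with fluorescein and Texas red; potency is read from the fitted curve at half-maximal effect; % of control where 0% means no effect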
#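 His-tagged ERG Ets domain (1 uM in the protein solution; 300mM KCl, 50mM Tris-HCl, 1mM EDTA, 1mM DTT, pH 7.5) received compound, then a probe mix of 5 nM fluorescein-DNA and 100nM Texas-615-DNA. Fluorescence polarization was read for both dyes.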
# TRHR agonist = agonists of human TRH receptor | P34981 | activation, % at 2 µM | TRHR cells, calcium flux fluo-8, FDSS agonist mode | hit rate 0.18% among 360,000; in the data active = activation above about 30%; also: 0% is about no effect
#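 Agonist-mode FDSS calcium read (Ex 480/Em 530, 1 s cycles) in 1536-well TRHR cells with fluo-8 dye, after 10-cycle baseline and 23 nL compound addition; TRH at EC20 (10 nM final) added afterwards for the enhancer phase.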
# BLM helicase inh = blocks DNA unwinding by human BLM helicase; recombinant BLM DNA unwinding, fluorescence dequenching; P54132; AID 2528; Potency, µM (titrated, usually from 56.1 µM), for the others: top-dose activity change, negative = inhibition, actives largely listed as inhibitors; hit rate 0.2% among 350,000;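 also: potency is read from the fitted curve at half-maximal effect; plate controls were vehicle for no effect and no enzyme for full effect; nearly all actives have a fitted effect of over 35% in size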
# Pol kappa inh = blocks human DNA polymerase kappa activity; hit rate 0.53% among 400,000; AID 588579; Q9UBT6; Potency, µM (highest dose often 107 µM), for the others: top-dose activity, negative = inhibition, usual class: inhibitors; purified Pol kappa, fluorescent DNA synthesis assay, 10 min; also: potency is read from the fitted curve at half-maximal effect; % is scaled to controls: 0 for no effect and ±100 for the full control effect
# Target sequence (Q9UBT6 whole entry, looked up): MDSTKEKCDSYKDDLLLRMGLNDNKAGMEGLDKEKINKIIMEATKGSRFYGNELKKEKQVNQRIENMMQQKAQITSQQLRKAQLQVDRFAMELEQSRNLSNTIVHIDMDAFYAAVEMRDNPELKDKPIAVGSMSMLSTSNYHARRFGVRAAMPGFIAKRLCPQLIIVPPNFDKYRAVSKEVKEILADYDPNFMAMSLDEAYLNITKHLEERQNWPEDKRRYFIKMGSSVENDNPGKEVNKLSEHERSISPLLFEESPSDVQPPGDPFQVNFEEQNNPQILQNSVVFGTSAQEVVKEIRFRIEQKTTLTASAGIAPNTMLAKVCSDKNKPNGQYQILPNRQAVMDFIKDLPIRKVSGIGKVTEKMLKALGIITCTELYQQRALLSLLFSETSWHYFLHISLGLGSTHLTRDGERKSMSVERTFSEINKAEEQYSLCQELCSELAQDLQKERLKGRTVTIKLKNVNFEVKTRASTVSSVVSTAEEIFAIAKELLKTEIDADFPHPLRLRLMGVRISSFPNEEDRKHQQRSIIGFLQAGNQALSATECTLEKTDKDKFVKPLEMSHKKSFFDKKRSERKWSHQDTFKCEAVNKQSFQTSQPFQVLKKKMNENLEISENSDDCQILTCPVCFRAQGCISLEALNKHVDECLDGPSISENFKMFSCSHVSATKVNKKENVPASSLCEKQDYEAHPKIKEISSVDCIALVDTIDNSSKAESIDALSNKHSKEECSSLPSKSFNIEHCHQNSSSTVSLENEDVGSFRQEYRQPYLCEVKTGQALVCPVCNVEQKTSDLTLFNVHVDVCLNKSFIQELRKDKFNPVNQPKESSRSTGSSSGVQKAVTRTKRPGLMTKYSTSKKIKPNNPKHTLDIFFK
#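 Kinetic fluorescence screen: compound preincubated 15 min RT with 10 nM enzyme; 50 nM substrate (final) initiates; reads at 0/10 min.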
# Apoferritin bind = binds horse apoferritin like a general anesthetic | hit rate 0.074% among 350,000 | Potency, µM (highest dose often 77.5 µM), for the others: at the highest dose activity change, negative = displacement, hits mostly inhibitors | apoferritin/1-aminoanthracene competitive binding, fluorescence | P02791; also: potency is read from the fitted curve at half-maximal effect; % is scaled to controls: 0 for no effect and ±100 for the full control effect; nearly all actives have a fitted effect of over 20% in size
# Target sequence (P02791 2-175 limits assumed): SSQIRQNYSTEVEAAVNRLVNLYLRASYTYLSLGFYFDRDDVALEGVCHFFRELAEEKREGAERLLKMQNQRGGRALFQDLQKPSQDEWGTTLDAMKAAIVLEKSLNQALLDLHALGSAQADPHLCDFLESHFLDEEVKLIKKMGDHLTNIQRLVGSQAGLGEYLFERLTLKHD
#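 Probe: 1-aminoanthracene (50% saturated, PBS). Protein: horse-spleen apoferritin, 10 uM. Incubation: 10 min, room temperature. Detection: 380 nm excitation, 535 nm emission. Analysis: normalized response, four-parameter Hill.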
# Numbers without * were called inactive; ? = inconclusive; nt = no result given; & = joins results of further samples; [ ] = dose if it differs, or a comment. Unless noted, calls follow the shape of the dose curve; as a rule, active = well fitted curve in the direction sought with a large enough effect; inconclusive = small, poorly fitted or top-dose-only effect, or another doubt; inactive = no such curve, though single readings can be large; an effect the other way counts as inactive or inconclusive.
# Start of the listing, in advance:
SMILES,Pol iota inh,APE1 inh,Pol beta inh,12-LOX inh,ERG-DNA inh,TRHR agonist,BLM helicase inh,Pol kappa inh,Apoferritin bind
O=C(O)Cc1sc(Nc2ccccc2)nc1-c1cccs1,?,-2%,8%,?,8%,0.7,-3%,-16%,-14%
Cc1ccc(CNC(=O)CSc2c3c(nc4ccc(Cl)cc24)CCCC3)cc1,3%,nt,-1%,-4%,-3%,-0.9,-3%,-10%,0%

# Results, from the first entry:
SMILES,Pol iota inh,APE1 inh,Pol beta inh,12-LOX inh,ERG-DNA inh,TRHR agonist,BLM helicase inh,Pol kappa inh,Apoferritin bind
O=C(O)Cc1sc(Nc2ccccc2)nc1-c1cccs1,?,-2%,8%,?,8%,0.7,-3%,-16%,-14%
Cc1ccc(CNC(=O)CSc2c3c(nc4ccc(Cl)cc24)CCCC3)cc1,3%,nt,-1%,-4%,-3%,-0.9,-3%,-10%,0%
CN(Cc1ccon1)C(=O)CC1C(=O)NCCN1CC1CCCCC1 (stereo not drawn),30%[activator],-1%,0%,-6%,0%,0.8,-2%,-7%,-5%
Cc1ccc(CNC(=O)CN2N=C(c3ccc(C)cc3)CCC2=O)cc1,-9%,nt,1%,-23%,-4%,-0.9,-7%,-3%[60.1 µM],?
O=C(c1cc(-c2ccccc2O)on1)N1CCCCC1,12%,nt,-10%,-6%,-2%,-0.5,-4%,-1%,-14%
CCCCNC(=O)CSc1nc2cc3c(cc2c(=O)n1CCCN(CC)CC)OCO3,7%,1%,-14%,-20%,-9%,-0.1,-13%,3%,-3%
CC1O[C@@H](O[C@H](C)CC[C@@H](C)O[C@H]2OC(C)[C@@H](O)C[C@H]2O)C(O)C[C@H]1O (stereo partly drawn),28%,3%,nt,2%,0%,0.1,nt,4%,nt
COC(=O)C1=C(C(=O)OC)SC2(S1)C(C(=O)OC)=C(C(=O)OC)SC1=C2c2cccc(C)c2NC1(C)C,?,1%,1%,0%,-3%,0.1,0%,-7%,?
O=C(CSc1ncnc2sccc12)NC1CCS(=O)(=O)C1 (stereo not drawn),15%,3%,nt,-8%,2%,nt,nt,-19%,nt
CCCC1S/C(=N/N=C/c2ccco2)NC1=O (stereo not drawn),2%,?,23%,9%,-4%,-0.4,3%,-3%,-5%
c1ccc(Oc2nc(NC3CCCCC3)c3[nH]cnc3n2)cc1,nt,-3%,nt,?,nt,nt,-1%,-6%[60.1 µM],-17%
Cc1nc2c(c(N3CCOCC3)n1)OCC(=O)N2,4%,-2%,2%,368%[activator],4%,0.7,-1%,-9%,-5%
CN(C(=O)c1nn(C)c2c1CSc1ccccc1-2)c1ccc(F)cc1,4%,53%[activator],3%,2%,-13%,0.6,-1%,6%,-6%
Cc1cccc(N=Nc2c(O)[nH]c3ccc(F)cc23)c1,102%[activator],-2%,5%,?,-1%,3.8,-5%,-7%,-19%
O=C(Nc1ccc2c(c1)OCO2)c1ccccc1SCC(=O)N1CCCC1,1%,16%,5%,?,-12%,0.7,-4%,0%,-14%
COc1ccc(Oc2ncc3ncc(=O)n(C4CC4)c3n2)cc1,nt,-1%,nt,?,nt,nt,2%,-1%[60.1 µM],nt
C/C(=N/NC(=O)CSc1nc2ccccc2s1)c1ccncc1,50%[activator],15%,31%[activator],175%[activator],12%,-0.8,1%,-3%,-1%
O=C(CN1CCN(S(=O)(=O)c2cc(C(F)(F)F)ccc2Cl)CC1)N1CCc2ccccc2C1,-7%,-4%,nt,?,15%,0.3,nt,-7%,nt
NNC(=O)CNC(=O)C12CC3CC(CC(C3)C1)C2,111%[activator],-3%,1%,21%,1%,-0.3,-4%,3%,7.9µM*
CCN(CC(=O)Nc1ccc(NC(C)=O)cc1)C(=O)c1ccc2ccccc2c1,19%,-8%,nt,-18%,15%,-1.0,nt,-11%,nt
O=C(O)CCCN1C(=O)/C(=C\c2ccccc2OCc2ccccc2)SC1=S,?,0%,?,?,10%,0.2,-9%,-14%,-14%
O=C(Nc1ccc(N2CCN(C(=O)c3ccco3)CC2)c(Cl)c1)c1cc2ccccc2o1,10%,-8%,17%,4%,7%,1.7,-9%,-11%,-5%
CCN(CCO)C(=O)c1ccc2oc(Cc3ccc(Cl)cc3)nc2c1,-1%,21%,20%,-5%,-4%,-0.5,-1%,-5%,-10%
CC(=O)C1C(c2ccc(F)cc2)c2c(noc2C)CC1(C)O (stereo not drawn),33%[activator],4%,18%,-23%,-7%,0.1,-1%,-8%,3%
O=C(C1CCCO1)N1CCN(S(=O)(=O)c2ccc(Br)cc2)CC1 (stereo not drawn),1%,-2%,50%,-8%,-4%,-0.3,0%,0%,-17%
N#Cc1cc(-c2ccccc2)nnc1Sc1ccccc1,7%,6%,-1%,0%,-5%,0.7,-5%,4%,-15%
N#CCc1ccc(NC(=O)Cn2c(=O)oc3ccccc32)cc1,127%[activator],9%,20%,?,-3%,0.7,-7%,-10%,-3%
COc1ccc(Cl)cc1NC(=O)CN(C(=O)c1ccco1)C1CCCCC1,10%,-6%,29%,0%,19%,-0.9,-4%,-17%,?
Cc1ccc(-c2nn(CC(=O)NCc3cc(-c4nn(C)c(=O)c5ccccc45)ccc3C)c(=O)c3ccccc23)cc1,23%,1%,10%,-3%,-7%,-0.5,-3%,-8%,-8%
CN(C)/C=C/C(=O)c1cnc(-c2ccc(Cl)cc2)s1,126%[activator],-1%,-15%,32µM*,1%,0.2,-6%,-2%,-8%
COC(=O)CN1C(=O)C2(C(C#N)=C(N)Oc3cc(C)oc(=O)c32)c2ccccc21 (stereo not drawn),5%,4%,10%,?,-2%,-1.8,-3%,9%,-6%
Cc1ccccc1CSCC(=O)NNC(=S)NCC1CCCO1 (stereo not drawn),89µM*,-3%,?,0%,-1%,-0.5,-1%,-33%,-10%
O=C(NCc1ccccc1F)C(c1ccccc1)c1ccccc1,9%,25%,27%,0%,-12%,-0.8,-5%,0%,-7%
O=S1(=O)CCOC[C@H](Cc2ccccc2)N1Cc1ccccc1Br,?,nt,nt,-1%,-8%,nt,nt,-7%&-25%,nt
Cc1ccc(CNc2ncnc3c2cnn3-c2ccc(C)cc2C)cc1,63%[activator],nt,-1%,?,3%,6.0,-7%,0%[60.1 µM],?
CC(OC(=O)CC1Sc2ccccc2NC1=O)C(=O)N(C)Cc1ccccc1 (stereo not drawn),30%,nt,nt,?,6%,nt,nt,-12%,nt
Clc1nc2c(ccc3ccccc32)[nH]1,24%,-7%,3%,-1%,0%,0.1,2%,-4%,3%
O=C(Nc1ccc(C(=O)N2CCN(c3ccccc3F)CC2)cc1)c1nsc2ccccc12,22%,nt,0%,?,0%,0.3,-7%,-6%[60.1 µM],-15%
Cc1noc(C)c1COc1cccc(C(=O)OC(C)C#N)c1 (stereo not drawn),129%[activator],-4%,0%,0%,-4%,-0.7,0%,-1%,-11%
COc1ccc(CNC(=O)CN(Cc2ccco2)C(=O)CNS(=O)(=O)c2ccc(F)cc2)cc1,-4%,15%,100%,?,-15%,0.0,-3%,-7%,-2%
CC(=O)c1ccc(NC(=S)NCCCN2CCOCC2)cc1,16%,-2%,12%,-12%,-15%,0.7,-1%,9%,-3%
COc1ccc(S(=O)(=O)N2CCOCC2)cc1N(C)S(=O)(=O)c1ccc(C)cc1,27%,1%,5%,0%,2%,-0.2,-1%,-8%,-3%
CC(CNC(=O)c1cc(COc2c(F)cccc2F)on1)Oc1cccnc1 (stereo not drawn),-4%,38%,?,3%,3%,-0.2,1%,-12%,-52%
CCOC(=O)Cn1cc(C#N)c2ccccc21,123%[activator],6%,15%,-8%,-4%,1.2,-2%,-22%,-2%
COc1c(O)cc2oc(-c3ccc(O)c(O)c3)cc(=O)c2c1O,7.9µM*,7.1µM*,6.3µM*,32µM*,15%,-0.6,?,0.75µM*,-5%&-5%
COC(=O)[C@@]1(Cc2ccccc2)[C@H]2C(=O)N(C)C(=O)[C@H]2[C@H]2CN(C)C(=NCc3ccccc3)N21,4%,nt,nt,-8%,-6%,nt,nt,-12%,nt
COCCNC(=O)NC(=O)COC(=O)Cc1ccc2c(c1)OCCO2,-11%,-1%,-15%,?,-3%,0.9,0%,7%,-6%
Cc1ccc(-n2nc3c(=O)n(CC(=O)NCCc4ccco4)nc(C)c3c2C)cc1,?,95%[activator],-11%,3%,20%,-1.1,-6%,8%,?
O=C(Nc1ccc(F)c(Cl)c1)C1CCCN1S(=O)(=O)c1ccc(F)cc1 (stereo not drawn),4%,nt,3%,5%,9%,0.8,-4%,-16%,64%[activator]
COc1ccc(Oc2ccc(N/C=C3\CCCC3=O)cc2)cc1,-5%,-1%,16%,-14%,?,0.1,-2%,-5%,-5%
COc1ccc(C)cc1NC(=O)c1ccc2c(c1)N(Cc1cccc(Cl)c1)C(=O)c1ccccc1S2=O (stereo not drawn),3%,nt,0%,-16%,1%,-1.0,-4%,-7%[60.1 µM],6%
N#CCCN1CCN(Cn2c3ccccc3c3ccccc32)CC1,13%,-1%,17%,57%[activator],-4%,0.5,-2%,-1%,-23%
Cc1cc(C)c(OCC(=O)N(Cc2ccc(N(C)C)cc2)CC2CCCO2)c(C)c1 (stereo not drawn),10%,nt,-1%,-20%,2%,-1.4,-5%,-4%,-1%
O=C(CSc1oc(-c2ccco2)nc1S(=O)(=O)c1ccc(Br)cc1)c1ccccc1,-11%,nt,-7%,3%,-7%,0.6,-10%,-29%,-22%
CC(Sc1nc2c(cc1C#N)CCCCC2)C(=O)O (stereo not drawn),-12%,6%,1%,0%,20%,0.0,-4%,-8%,-6%

# These rows are one share of the data; rates above refer to the full screens.
